# From PubChem BioAssay
# D3 antag = qHTS of D3 Dopamine Receptor Antagonist: qHTS; D3R cells, DiscoveRx beta-arrestin luminescence, antagonist mode; stronger effect = lower value; max response, negative = inhibition, %; hit rate 2.5% among 360,000; AID 652054, 2013; in the data active = max response below about -50%; inconclusive = no clear call, values can overlap the other calls; also: % is scaled to controls: 0 for no effect and ±100 for the full control effect; mostly tested at two doses, the higher about 12 µM
# Target sequence (P35462 whole entry, looked up): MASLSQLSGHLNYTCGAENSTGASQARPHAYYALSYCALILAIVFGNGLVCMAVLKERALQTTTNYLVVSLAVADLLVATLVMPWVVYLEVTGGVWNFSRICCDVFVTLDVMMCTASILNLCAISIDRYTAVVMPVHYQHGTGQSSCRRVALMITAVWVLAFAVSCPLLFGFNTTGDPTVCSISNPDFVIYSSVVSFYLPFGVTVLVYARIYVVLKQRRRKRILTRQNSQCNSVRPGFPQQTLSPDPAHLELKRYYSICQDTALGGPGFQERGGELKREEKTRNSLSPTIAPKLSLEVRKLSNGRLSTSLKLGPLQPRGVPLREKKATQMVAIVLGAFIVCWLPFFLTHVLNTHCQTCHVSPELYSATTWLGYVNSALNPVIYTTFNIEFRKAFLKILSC
#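 Cells plated overnight at 1500 cells/well, then exposed to library compounds with dopamine controls for 90 minutes at 37 degrees C. DiscoveRx reagent added for 30–60 minutes at room temperature; luminescence read, quantitative HTS format.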
# KB-3-1 tox = qHTS assay for MDR1-selective chemotherapeutics: Primary screen using the parental adenocarcinoma cell KB-3-1; KB-3-1 viability, CellTiter-Glo ATP luminescence, 72 h; Potency, µM (highest dose often 46.1 µM), inactives show at the top dose activity change, negative = cytotoxic, most hits filed as cytotoxic; hit rate 1.4% among 400,000; also: potency is read from the fitted curve at half-maximal effect; % is scaled to controls: 0 for no effect and ±100 for the full control effect; nearly all actives have a fitted effect of over 60% in size
#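 Luminescent ATP read-out (CellTiter-Glo) measures survival of drug-naive KB-3-1 cells after 72 h compound exposure at 37 °C. Titration series was screened from lowest to highest concentration, with DMSO vehicle plates as background controls.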
# KB-V1 cytotox = qHTS assay for MDR1-selective chemotherapeutics: Primary screen using the drug-selected MDR subline cells KB-V1; Potency, µM (top dose mostly 46.1 µM), for the others: at the highest dose activity change, negative = cytotoxicity, most hits filed as cytotoxic; KB-V1 MDR cells viability, CellTiter-Glo, 72 h; hit rate 3.4% among 400,000; AID 1347076, 2019; also: potency is read from the fitted curve at half-maximal effect; % is scaled to controls: 0 for no effect and ±100 for the full control effect; nearly all actives have a fitted effect of over 60% in size
#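 Cells of the MDR subline KB-V1 are plated, dosed with compound at multiple concentrations, and incubated 72 h at 37 degrees C; CellTiter-Glo is then added and luminescence read after 10 min.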
# D3 ag = qHTS of D3 Dopamine Receptor Agonist: qHTS. D(3) dopamine receptor (Homo sapiens), P35462. D3R DiscoveRx beta-arrestin cells, luminescence, 90 min. max activation, %. hit rate 0.58% among 410,000; in the data active = max activation above about 30%; also: 0% is about no effect; mostly tested at two doses, the higher about 12 µM
#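 Agonist mode: compounds and dopamine controls were applied to plated cells for 90 min at 37 degrees C after an overnight attachment at 1500 cells/well. Luminescent read-out followed 30 - 60 minutes at room temperature with DiscoveRx detection reagent.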
# HT1080 IDH1KD tx = qHTS for induction of synthetic lethality in tumor cells producing 2HG: qHTS for the HT-1080-IDH1KD cell line; HT-1080 IDH1 knockdown viability, ATP luminescence, 48 h; Potency, µM (doses to about 46.1 µM), inactives show at the highest dose activity, negative = toxicity, hits mostly cytotoxic; hit rate 2% among 360,000; AID 686971, 2013;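 also: potency is read from the fitted curve at half-maximal effect; 0% = DMSO wells and -100% = cell-free medium wells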
#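 In this qHTS, HT-1080 cells depleted of IDH1 are exposed for 48 h at 37 °C to compound titrations. Toxicity is scored from CellTiter-Glo luminescence, with DMSO as full viability and medium alone as none.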
# SW480 rerep = A quantitative high throughput screen for small molecules that induce DNA re-replication in SW480 colon adenocarcinoma cells; AID 624297, 2012; SW480 DNA re-replication, Hoechst DNA content imaging, 48 h; hit rate 1.8% among 340,000; Potency, µM (titrated, usually from 46.1 µM), without a hit: at the top dose re-replication activation, actives largely listed as activators; also: potency is read from the fitted curve at half-maximal effect; % of control where 0% means no effect; nearly all actives have a fitted effect of over 55% in size
#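 DNA re-replication was detected as more nuclei of elevated Hoechst intensity after 48 hr exposure to compound (23 nL pinned per well of 250 cells).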
# HT1080NT lethal = qHTS for induction of synthetic lethality in tumor cells producing 2HG: qHTS for the HT-1080-NT fibrosarcoma cell line. HT-1080-NT fibrosarcoma viability, CellTiter-Glo ATP luminescence, 48 h. Potency, µM (titrated, usually from 46.1 µM), for the others: at the highest dose activity, negative = less viability, most hits filed as cytotoxic. hit rate 1.6% among 360,000. AID 686970, 2013;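 also: NT is the 2HG producing partner of a matched IDH1 knockdown line; potency is read from the fitted curve at half-maximal effect; 0% = DMSO-treated cells and -100% = media-only wells without cells; nearly all actives have a fitted effect of over 55% in size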
#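 HT-1080-NT; 750 cells/well; 5% FBS RPMI; 48 h compound, 37 degrees C; CellTiter-Glo luminescence; curve fitting and curve-class assignment.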
# GLP1R ag = qHTS of GLP-1 Receptor Agonists. Glucagon-like peptide 1 receptor (Homo sapiens), P43220. HEK293 GLP-1R CRE-luciferase, luminescence, 4-6 h; cells express a hypersensitive GLP-1R form. Potency, µM (highest dose often 45.6 µM), inactives show at the highest dose activation, actives largely listed as activators. hit rate 0.007% among 380,000; also: potency is read from the fitted curve at half-maximal effect; % of control where 0% means no effect
# Target sequence (P43220 whole entry, looked up): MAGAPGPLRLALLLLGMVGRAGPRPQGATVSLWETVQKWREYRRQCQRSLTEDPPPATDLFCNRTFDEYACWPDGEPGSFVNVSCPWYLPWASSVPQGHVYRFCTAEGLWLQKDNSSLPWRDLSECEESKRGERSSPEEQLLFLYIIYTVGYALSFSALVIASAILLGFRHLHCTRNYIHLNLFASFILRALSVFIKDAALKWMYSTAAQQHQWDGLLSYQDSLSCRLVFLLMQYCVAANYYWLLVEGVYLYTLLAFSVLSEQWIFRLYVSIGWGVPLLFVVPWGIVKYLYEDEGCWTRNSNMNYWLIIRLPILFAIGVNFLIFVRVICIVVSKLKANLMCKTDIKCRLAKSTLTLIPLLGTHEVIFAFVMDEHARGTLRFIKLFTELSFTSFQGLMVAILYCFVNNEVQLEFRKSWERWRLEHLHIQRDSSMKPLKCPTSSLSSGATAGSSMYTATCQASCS
# IL-1B inflam inh = qHTS for Inhibitors of Inflammasome Signaling: IL-1-beta AlphaLISA Primary Screen. THP-1 LPS/ATP IL-1B secretion, AlphaLISA, 16 h; stronger effect = lower value. activity change, % at 57.5 µM. hit rate 4.7% among 360,000. AID 743279, 2014; in the data active = activity change below about -50%; inconclusive = mostly about -30% to -49%; also: % is scaled to controls: 0 for no effect and ±100 for the full control effect
#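 THP-1 cells pretreated 1 hr with compounds (up to 57.5 uM final), then stimulated with LPS (250 ng/mL final) plus ATP (1.25 mM final); secreted IL-1B measured by AlphaLISA after 16 hr, decreased signal indicating inhibition.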
# Starred values were filed as active, the others as inactive; ? = inconclusive; . = no result given; [ ] = remark or other dose. Unless noted, calls follow the shape of the dose curve; as a rule, active = well fitted curve in the direction sought with a large enough effect; inconclusive = small, poorly fitted or top-dose-only effect, or another doubt; inactive = no such curve, though single readings can be large; an effect the other way counts as inactive or inconclusive.
SMILES,D3 antag,KB-3-1 tox,KB-V1 cytotox,D3 ag,HT1080 IDH1KD tx,SW480 rerep,HT1080NT lethal,GLP1R ag,IL-1B inflam inh
Cn1c(C2=C(O)CN(Cc3ccccc3)C2=N)[n+](C)c2ccccc21,1,0%,3%,-4,1%,-3%,14%,-2%,5
C/C(=N\NC(=O)c1cccc(S(=O)(=O)N2CCOCC2)c1)c1ccc(OC(F)F)cc1,-22,-1%,-15%,-17,-14%,-3%,-12%,-6%,-7
O=S1(=O)c2ccccc2C(O)(c2ccccc2)c2ccccc21,12,-9%,-22%,-3,-9%,2%,3%,4%,3
CCCCOc1ccc(/C(N)=N/O)cc1,-9,2%,-15%,8,3%,1%,-15%,14%,21
CC1CCN(C(=O)CSc2nc(N)c3c4c(sc3n2)CN(C)CC4)CC1,0,7%,17%,-4,2%,0%,2%,24%,-7
COC(=O)CC1C(=O)NCCN1C(=S)NC(=O)C(c1ccccc1)c1ccccc1 (stereo not drawn),6,0%,?,23,1%,-1%,11%,5%,9
O=C(NCc1nnc2c(C(F)(F)F)cc(Cl)cn12)C1CCCC1,24,11%,17%,-8,6%,29%,9%,-5%,4
COc1cccc(C(=O)Nc2ccc(C(=O)NCC(C)C)cc2)c1,5,0%,13%,-3,14%,-5%,9%,-1%,-22
CC(C)C(NC(=O)c1ccccc1NC(=O)c1ccccc1)C(=O)NNC(=O)c1ccncc1 (stereo not drawn),-1,11%,-3%,2,20%,-2%,?,-5%,0
CC(C)(C)C1CCc2onc(C(=O)Nc3cnn(Cc4ccc(F)cc4)c3)c2C1 (stereo not drawn),-23,-1%,2.6µM*,-22,?,?,-17%,-5%,-1
COC(=O)c1c(NC(=O)c2cccc(S(=O)(=O)N3CCN(C)CC3)c2)sc(C)c1C,-2,0%,-2%,-9,-26%,?,-13%,13%,-77*
COc1cccc(C(C(=O)NC(C)(C)C)N(CCc2ccccc2)C(=O)CCC(=O)Nc2cc(C)on2)c1OC (stereo not drawn),-13,?,-30%,-9,-11%,3%,-28%,6%,0
Cc1cc(C(=O)N/N=C/c2ccc3ccccc3c2)n[nH]1,0,0%,0%,-9,-17%,9%,-14%,-7%,-10
O=C(c1ccc(S(=O)(=O)Nc2ccccc2)cc1)N1CCCC1,13,-1%,-5%,3,4%,48%,9%,7%,25
COc1ccc(Cl)c2sc(N(CCN(C)C)C(=O)C3=COCCO3)nc12,-8,-16%,-23%,0,9%,-3%,-1%,0%,-2
COc1ccccc1NC(=O)COC(=O)c1c[nH]c(=O)[nH]c1=O,12,3%,5%,-7,0%,-20%,27%,6%,0
CCCCNC(=O)OC(C)CNC(=O)OC (stereo not drawn),14,5%,8%,-1,9%,-5%,14%,-11%,4
CC(C)NC(=O)Nc1cccc2c1O[C@H](CN(C)S(=O)(=O)c1cccs1)[C@@H](C)CN([C@H](C)CO)C2=O,-23,-58%,-2%,1,-1%,-5%,0%,1%,-3
CCOC(=O)CSc1cc(CS(=O)c2ccc(Cl)cc2)nc(-c2ccccc2)n1 (stereo not drawn),0,-2%,-5%,5,-2%[9.24 µM],-9%,0%,-2%,0
Cc1cccc(C)c1NC1=NC(C)(C)N=C(N)N1,1,5%,-5%,-4,2%,-2%,9%,-1%,-8
C=CCNc1nc(NC(C)(C)CO)nc(OC)n1,15,8%,7%,5,11%,1%,14%,-6%,-2
O=C(CNC(=O)[C@@H]1Cc2ccccc2CN1)Nc1ccc2c(c1)OCCO2,-15,4%,11%,-5,7%,16%,10%,-3%,-7
c1csc(-c2nnc(N3CCCCCC3)c3ccccc23)c1,?,1%,-27%,-1,-4%,12%,13%,21%,0
O=C(CNC(=S)N(CCCN1CCOCC1)Cc1cccs1)N1CCOCC1,7,4%,-7%,-5,22%,3%,18%,9%,-3
O=C(O)c1c2c(nc3ccc(S(=O)(=O)N4CCC(C(=O)NCc5ccccc5)CC4)cc13)CCCC2,-13,-3%,19%,3,1%,.,11%,0%,0
Cc1cccnc1NC(=O)c1ccc(S(=O)(=O)N2CCCCC2)cc1,17,3%,-18%,2,1%,-6%,1%,-13%,-1
C=CCN1CN(Cc2ccco2)CNC1=S,-2,-2%,0%,-4,0%,-2%,0%,-1%,-2
CCC(C(=O)NCCc1c[nH]c2ccc(C)cc12)c1ccccc1 (stereo not drawn),-17,5%,1%,7,-23%,4%,-24%,19%,-24
O=C(NCc1cccs1)c1ccc(Cl)s1,22,-3%,0%,2,7%,-2%,1%,-10%,3
CCN(C(=O)COC(=O)c1oc2ccc(OC)cc2c1C)C1CCCCC1,-2,?,?,4,11%,-1%,12%,-6%,-4
O=C(C1c2ccccc2C(=O)N2CCc3ccccc3C12)N1CCN(Cc2ccccc2)CC1 (stereo not drawn),-12,-1%,-2%,2,-3%,2%,0%,7%,-3
COc1cccc(C(=O)n2c(SC)nc3cc4c(cc32)OCCO4)c1,21,-4%,?,8,-4%,0%,6%,-8%,3
Cc1ccc(C(=O)OCc2nc3ccsc3c(=O)[nH]2)o1,-4,0%,-6%,-4,-6%,2%,-6%,0%,-1
COc1ccccc1N1CCN(C(=O)CN(Cc2ccccc2)S(C)(=O)=O)CC1,21,-6%,10µM*,-7,-7%,2%,-5%,4%,-12
COc1cccc(OC)c1C(=O)NC(=S)Nc1ccc2c(c1)OCCO2,9,-4%,-2%,0,-2%,-5%,-4%,15%,-14
N#CCCCSc1nnc(-c2ccc(Cl)cc2)n1-c1ccccc1,10,15%,-16%,5,-19%,-5%,-1%,4%,3
O=C(NC(=S)NCc1nc2ccccc2[nH]1)c1ccccc1F,-63*,13%,?,-13,5%,-2%,-1%,0%,26
C=CCN=C(CC)C1=C(O)CCCC1=O,8,11%,0%,1,5%,-2%[9.22 µM],7%,1%,18
CCOC(=O)c1ccc(S(=O)(=O)N2CCN(CCc3ccncc3)CC2)cc1,-19,-24%,0%,0,-3%,-1%,3%,-2%,-14
O=C(Nc1ccc(-c2nc3cccnc3s2)cc1)c1ccc(Br)o1,-4,14%,5%,1,-5%,16%,19%,-1%,2
CC(NC(=O)COC(=O)CNS(=O)(=O)/C=C/c1ccccc1)c1ccccc1 (stereo not drawn),10,-4%,-1%,3,1%,-1%,-2%,0%,-8
CCCCC(=O)NC(c1ccc(Cl)cc1)c1ccc2cccnc2c1O (stereo not drawn),-27,0%,?,22,?,1µM*,?,4%,156
C=CCn1c(CC(=O)OC)csc1=Nc1ccc(C(C)=O)cc1,6,13%,?,7,3%,6%,2%,26%,1
CC(C)Oc1ccc(C(=O)NC2CCS(=O)(=O)C2)cc1 (stereo not drawn),9,-2%,1%,0,1%,-4%[9.22 µM],3%,-13%,4
C[C@H](CO)N1C[C@H](C)[C@H](CN(C)C(=O)N[C@H](C)c2ccccc2)OCc2ccccc2-c2c(n(C)c3ccccc23)C1=O,-20,?,4%,-3,-8%,.,-3%,9%,-5
CCOC(=O)C(Cc1ccccc1)C1(C)Oc2ccccc2O1 (stereo not drawn),?,-15%,-20%,-11,12%,.,3%,.,5
CC(C)C(c1nnnn1Cc1ccc2c(c1)OCO2)N1CCN(C)CC1 (stereo not drawn),-4,-4%,0%,-1,12%,1%,16%,2%,0
CCOC(=O)C(C)Sc1nnc(Cc2cc(=O)[nH]c(=O)[nH]2)n1-c1ccc(OCC)cc1 (stereo not drawn),-23,-1%,4%,0,0%,-3%,-3%,2%,3
N#CC1=C(N)Oc2n[nH]c(-c3cccs3)c2C1c1ccoc1 (stereo not drawn),-23,?,0%,-5,-17%,10%,-12%,0%,-19
CCC(=O)N1CCc2cc(Br)cc(S(=O)(=O)NCc3ccccc3)c21,.,-7%,-13%,-18,.,.,.,3%,.
Cc1nc([N+](=O)[O-])c(C(=O)OCc2cccc(Br)c2)n1C,20,-1%,-17%,12,-3%,4%[1.84 µM],-3%,15%,-28
CC#CCOC(=O)c1c(C)nc2sc3c(c2c1N)CCC(O)C3 (stereo not drawn),0,?,12µM*,15,?,-55%,23µM*,-6%,-9
O=c1[nH]c(C(F)(F)F)nc2c1nc1n2CCC1,-2,-5%,26%,-7,-22%,.,-4%,-1%,-7
COC(=O)CCCC(=O)N(C)CC1CCCN(CCc2ccccc2C)C1 (stereo not drawn),?,0%,-5%,-13,16%,2%,10%,-5%,-1
COc1ccc(OC)c(-n2c(-c3ccc(O)cc3O)n[nH]c2=S)c1,?,8%,6%,8,23%,-1%,0%,4%,15
COc1ccc(N2CC(NC(=O)C3CCCC3)CC2=O)cc1OC (stereo not drawn),.,-1%,6%,-15,.,.,.,-1%,.

# Part of the list above, with values under each structure:
# Values run as follows: D3 antag	KB-3-1 tox	KB-V1 cytotox	D3 ag	HT1080 IDH1KD tx	SW480 rerep	HT1080NT lethal	GLP1R ag	IL-1B inflam inh
COc1ccc(OC)c(-n2c(-c3ccc(O)cc3O)n[nH]c2=S)c1
→ ?	8%	6%	8	23%	-1%	0%	4%	15
COC(=O)CCCC(=O)N(C)CC1CCCN(CCc2ccccc2C)C1 (stereo not drawn)
→ ?	0%	-5%	-13	16%	2%	10%	-5%	-1
CC(C)Oc1ccc(C(=O)NC2CCS(=O)(=O)C2)cc1 (stereo not drawn)
→ 9	-2%	1%	0	1%	-4%[9.22 µM]	3%	-13%	4
